# PL biosyn Enam: animal cell phospholipid biosynthesis inhibition, Enamine screen | ZR-82 CHO cells, pyrene fatty acid UV survival, CellTiter Blue; peroxisome-deficient CHO-K1 mutant line; plus DGAT-1, DGAT-2 and ACAT inhibitors | 0.4% of 20,000 active | calls only at 10 µM;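 active = cell survival signal 2 SD away from solvent-only control wells, confirmed on one or two retests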;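 note: 3 h compound exposure then viability read about one day after UV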
# Calls only; i = inactive; + = active, no number. Only part of the results is shown (hit frequency here may not be typical).
# The first 5 entries as a preview:
smiles | PL biosyn Enam
Clc1ccc(C2=CC(c3ccco3)n3ncnc3N2)cc1 (stereo not drawn) | i
Nc1nnc2cc(C(=O)c3cc(F)ccc3O)cnn12 | i
O=C(COC(=O)C1=COCCO1)Nc1cc2[nH]c(=O)[nH]c2cc1Br | i
C/C(CCC(C)C)=N\Nc1cc(C)c2ccccc2n1 | i
N=C1c2ccccc2CN1c1ccc(S(=O)(=O)c2ccc(N3Cc4ccccc4C3=N)cc2)cc1 | i

# The list itself, previewed entries included:
smiles | PL biosyn Enam
Clc1ccc(C2=CC(c3ccco3)n3ncnc3N2)cc1 (stereo not drawn) | i
Nc1nnc2cc(C(=O)c3cc(F)ccc3O)cnn12 | i
O=C(COC(=O)C1=COCCO1)Nc1cc2[nH]c(=O)[nH]c2cc1Br | i
C/C(CCC(C)C)=N\Nc1cc(C)c2ccccc2n1 | i
N=C1c2ccccc2CN1c1ccc(S(=O)(=O)c2ccc(N3Cc4ccccc4C3=N)cc2)cc1 | i
CC1=C(C)CS(=O)N(c2ccc(S(N)(=O)=O)cc2)C1 (stereo not drawn) | i
O=[N+]([O-])c1ccc(N2CCN(c3nnnn3-c3ccccc3)CC2)cc1 | i
O=c1[nH]c(CN2CCCCCCC2)nc2sc3c(c12)CCCC3 | i
Fc1c(F)c(F)c(Sc2nnc(-c3cccs3)n2CC2CCCO2)c(F)c1F (stereo not drawn) | i
O=C(NNC(=S)NC1CCCCC1)C(=O)NNC(=S)NC1CCCCC1 | i
CS(=O)(=O)c1nc2ccccc2s1 | i
Cc1ccc2nc(Cn3c(=O)/c(=C\c4cccs4)s/c3=C\C(=O)C(C)(C)C)cc(=O)n2c1 | i
Cc1cc(-c2csc(NC3CC3)n2)c(C)n1-c1ncn[nH]1 | i
COc1cc(C2C=C(c3ccc(Cl)cc3)Nc3ncnn32)cc(OC)c1OC (stereo not drawn) | i
CC(C)(C)NCC(O)COC1C2CC3CC(C2)CC1C3 (stereo not drawn) | i
Cc1nc(CC(=O)NNC(=S)NC2CC3CCC2C3)cs1 (stereo not drawn) | i
CCc1cc(C(=O)O)sc1C | i
O=C1CC(=O)CC2(CCCCC2)C1 | i
O=C1C(=O)N(C2CCCC2)C(=O)N1Cc1cc(-c2ccco2)on1 | i
O=C(c1ccc(Cl)cc1)N1c2cc(C(F)(F)F)ccc2-n2ccnc2P1(=S)N1CCOCC1 (stereo not drawn) | i
Oc1c(N=Nc2cccc3ccccc23)cc2c3c1CCCN3CCC2 | i
FC(F)(F)c1nc2n(n1)C(c1ccc(Cl)cc1)C1=C(N2)c2ccccc2OC1 (stereo not drawn) | i
FC(F)Oc1ccc(Cl)c(C2Nc3ccccc3-c3nc4ccccc4n32)c1 (stereo not drawn) | i
CCC(C)(C)NC(=O)CN1C(=O)NC2(CCC(C(C)(C)CC)CC2)C1=O (stereo not drawn) | i
COc1ccc(S(N)(=O)=O)cc1N(C)S(C)(=O)=O | i
Cc1nc(SCC(=O)NC(C)(C)C)n(C2CCCCC2)c1C | i
CN(Cc1ccc(Cl)c(Cl)c1)Cc1nnc(-c2ccc(F)cc2)o1 | i
c1ccc2c(c1)OCCOCCOCCOc1ccccc1OCCOCCO2 | i
O=S1(=O)C=CC(N(c2ccc(Br)cc2)S(=O)(=O)c2ccc(F)cc2)C1 (stereo not drawn) | i
O=c1cc(COc2ccc(F)c(Cl)c2)nc2ccc(Br)cn12 | i
Cn1c(SCC(=O)c2c(N)n(C3CC3)c(=O)[nH]c2=O)nnc1-c1ccco1 | i
O=C(O)CCCc1ccc(Br)s1 | i
CC1=C(Cc2ccc3c(c2)OCO3)SC2=NS(=O)(=O)CCN21 | i
Cc1nc(N2CCC(C)CC2)c2c3c(sc2n1)CC(C)CC3 (stereo not drawn) | i
O=[N+]([O-])c1ccc(-c2nnc(CSc3nnc(-c4ccc5c(c4)OCO5)o3)o2)cc1 | i
CCNC(=S)NCCN1CCN(C(=S)NCC)CC1 | i
Brc1ccc(/C=N/N=C2\CC(c3ccccc3)N=N2)o1 (stereo not drawn) | i
CCOC(=O)Cc1csc(SCC2=C(C(=O)OCC)C(C)NC(=O)N2)n1 (stereo not drawn) | i
ClC1(Cl)CC1CSc1nc2ccccc2[nH]1 (stereo not drawn) | i
Cc1cc(=O)[nH]c(=S)[nH]1 | i
Nc1c(Br)cc2oc(-c3ccccc3F)nc2c1Br | i
Cc1nnc(NC(=O)c2cc3c(s2)CCCC3)o1 | i
CS(=O)(=O)c1ccc(NS(=O)(=O)c2ccc3c(c2)CCCC3)cc1 | i
CN1CCN(S(=O)(=O)c2ccc(Sc3ccc4ccccc4c3)nc2)CC1 | i
C/C(=N\n1c(C)nc2sc3c(c2c1=O)CCCC3)N(C)C | i
CC(C)CCNC(=O)NC(=O)CSc1nccn1C | i
O=C1c2ccccc2C(=O)N1CC1CC2C=CC1C2 (stereo not drawn) | i
O=C(CSc1ncccn1)NC(=O)NC12CC3CC(CC(C3)C1)C2 | i
COc1ccc(Br)cc1S(=O)(=O)N1CCN(C)CC1 | i
Cc1ccc(-c2cc(N)on2)cc1 | i

# Next structures:
smiles | PL biosyn Enam
c1ccc2c(Cc3c[nH]c4ccccc34)c[nH]c2c1 | i
Cc1ccc(N=Cc2ccc3c(c2)OCO3)cc1F | i
Cc1nc2scc(-c3cccs3)c2c(=O)[nH]1 | i
O=C(NNC(=O)C1CCC1)c1sc2ccccc2c1Cl | i
C=CCN=c1scc(-c2cccc(Cl)c2)n1/N=C/c1ccc2c(c1)OCO2 | i
O=C1C(=O)N(CC(=O)N(C2=CCCCC2)C2CC2)C(=O)N1CCC1=CCCCC1 | i
CCN1C(=O)/C(=C/c2c(N3CCCC3)nc3c(C)cccn3c2=O)SC1=S | i
C1=C(c2ccccc2)Nc2nnnn2C1c1cn(-c2ccccc2)nc1-c1ccccc1 (stereo not drawn) | i
O=C(OCc1cc(=O)n2cc(Br)ccc2n1)/C(=C/c1cccs1)c1cccs1 | i
Cc1ccc(-n2nnnc2SCc2cc3c(cc2Br)OCO3)c(C)c1 | i
Cc1ccc(C)c(/C=C/c2nc3cc(C)c(C)cc3s2)c1 | i
OC(CNC12CC3CC(CC(C3)C1)C2)COCc1ccco1 (stereo not drawn) | i
O=S(=O)(NC1c2ccccc2Oc2ccccc21)c1ccc(Cl)s1 | i
O=[N+]([O-])c1ccc2[nH]c(O)c(N=Nc3ccc(S(=O)(=O)N4CCCC4)cc3[N+](=O)[O-])c2c1 | i
Cc1nnc(SC(C)c2nc3scc(-c4cccs4)c3c(=O)[nH]2)n1C1CCCCC1 (stereo not drawn) | i
Cn1c(=O)c2ccccc2n2c(=S)[nH]nc12 | i
CCNc1nnc(SCC(=O)c2cc(C)n(C3CC3)c2C)s1 | i
CCCC(C)NC(=O)COC(=O)C1C(C(=O)OCC)=C(C)NC(C)=C1C(=O)OCC (stereo not drawn) | i
O=C(NNS(=O)(=O)c1cccs1)C12CC3CC(CC(C3)C1)C2 | i
Clc1ccc(CN2CCN(Cc3nc4ccccc4s3)CC2)s1 | i
Cc1nc(SCC(=O)N2CC3(C)CC2CC(C)(C)C3)c2c3c(sc2n1)CCCC3 (stereo not drawn) | i
COc1cc(OC)c(OC)cc1CN | i
O=[N+]([O-])c1cc2c(c(CSc3nnc4sc5ccccc5n34)c1)OCOC2 | i
N=C1SC2CS(=O)(=O)CC2N1/N=C/c1ccccc1 (stereo not drawn) | i
O=[N+]([O-])c1ccc(C(Nc2ncccc2O)c2ccc3cccnc3c2O)cc1 (stereo not drawn) | i
C/C(=N\N=C1\NC(=O)CS1)c1cc2ccccc2oc1=O | i
COc1ccc(C2=N/C(=C\c3ccc(OC(F)F)c(OC)c3)C(=O)O2)cc1OC | i
CC1(c2ccc3c(c2)OCO3)NC(=O)N(Cc2cc(=O)n3cc(Br)ccc3n2)C1=O (stereo not drawn) | i
FC(F)(F)c1c[nH]c(=S)c(Cl)c1 | i
S=C(NCc1cn2ccsc2n1)Nc1ccccc1 | i
Cc1nc(Sc2ccc3ccccc3c2)c2c3c(sc2n1)CCC3 | i
CCn1c(-c2ccoc2C)n[nH]c1=S | i
CCOC(=O)Cc1n[nH]c(=S)n1C1CCCCC1 | i
O=C1Nc2ccccc2/C1=N\N=C\c1ccc(OC(F)F)cc1 | i
Fc1ccc(C=Nc2cc(Cl)c(-c3cc(Cl)c(N=Cc4ccc(F)cc4)cc3Cl)cc2Cl)cc1 | i
Cc1noc(C)c1S(=O)(=O)Nc1ccc(S(=O)(=O)N2CC(C)OC(C)C2)cc1 (stereo not drawn) | i
Nc1ccc(Cl)c(-c2nc3ncccc3o2)c1 | i
Cc1cc(C(=O)CSc2nnc3n2CCCCC3)c(C)n1C1CCS(=O)(=O)C1 (stereo not drawn) | i
ClC(Cl)(Cl)c1nc(N/N=C/c2ccc(Br)cc2)c2ccccc2n1 | i
O=C(NNC(=O)c1ccc(F)cc1)C1=CC=CN2CCS(=O)(=O)N=C12 | i
C=C(Cl)Cn1cnc2c1c(=O)n(C)c(=O)n2C | i
O=C(Nc1nc(-c2cc(Cl)sc2Cl)cs1)c1ccc(Br)s1 | i
OC(COCCC12CC3CC(CC(C3)C1)C2)CN1CCCC1 (stereo not drawn) | i
O=S1(=O)CCN2C=C(Cc3ccc(F)cc3)SC2=N1 | i
Fc1cc(Cl)ccc1NC(=S)Nc1ccc(Cl)c(Cl)c1 | +
CC(C)(C)NC(=S)NCc1ccc2c(c1)OCO2 | i
Cc1cc(C(=O)CSc2nnnn2C2CC2)c(C)n1CC1CCCO1 (stereo not drawn) | i
Fc1ccc(-c2nnc(CO/N=C/c3cccc(OCc4ccccc4)c3)o2)cc1 | i
C(=C\c1ccc2ccccc2n1)/c1ccc2c(c1)OCO2 | i
O=C1NC2=C(C(=O)N(CCO)C2)C(c2ccc(O)cc2)N1 (stereo not drawn) | i

# The listing continues.
smiles | PL biosyn Enam
Cc1no[n+]([O-])c1COc1ccc(/C=N/n2nnnc2N)cc1 | i
O=S(=O)(c1ccc(Cl)cc1)c1ccc(N2CCN(c3ccc(S(=O)(=O)c4ccc(Cl)cc4)cc3)CC2)cc1 | i
C/C(=N\OCC(=O)Nc1cc(C)on1)c1cccs1 | i
Cc1nnc(SCCC23CC4CC(CC(C4)C2)C3)n1C1CCCCC1 | i
CCc1nnc(NC(=O)CSc2nc(C)cc(C)n2)s1 | i
CC(=O)NNC(=O)CCc1nc2sc3c(c2c(=O)[nH]1)CCCC3 | i
O=C(CN1C(=O)C2C3C=CC(C3)C2C1=O)NCC1(N2CCCCC2)CCCCC1 (stereo not drawn) | i
O=C(CC12CC3CC(CC(Br)(C3)C1)C2)N1CCN(C(=O)CC23CC4CC(CC(Br)(C4)C2)C3)CC1 | i
CN(Cc1cccs1)c1cc(=O)n2cc(Cl)ccc2n1 | i
CS(=O)(=O)c1ccc(NS(=O)(=O)c2ccc(Cl)cc2F)cc1 | i
CCCCn1c(=O)[nH]c(=O)c2c1nc(Cn1cc(C(F)(F)F)cc(Cl)c1=O)n2CCC | i
CCOc1ccc(-c2nc(N/N=C/c3ccc(OC)c(OC)c3)sc2C)cc1 | i
Fc1ccc(NC(=S)Nc2ccc(Cl)c(Cl)c2)cc1Cl | i
NC(=S)N/N=C/c1c[nH]c2ccccc12 | i
Clc1ccc2nc(CSc3ncccn3)cn2c1 | i
Nc1ccc(NS(=O)(=O)c2ccc3c(c2)OCCO3)cc1 | i
O=S(=O)(c1ccc(Cl)s1)N1CCCc2cccc(O)c21 | i
O=C(CC1(C(=O)O)CCCC1)N1CCOCC1 | i
CN=c1scc(-c2ccc(F)cc2)n1/N=C/c1ccc(C(C)C)cc1 | i
O=C(NC1CCC(O)CC1)c1ccc(Br)o1 (stereo not drawn) | i
NC(=O)c1c(NC(=O)CSc2ncnc3sc4c(c23)CCC4)sc2c1CCCC2 | i
CN(C)C=Nc1sc2c(c1-c1nc3ccccc3s1)CCCC2 | i
COC(=O)Cn1ncc(N2CC3(C)CC2CC(C)(C)C3)c(Cl)c1=O (stereo not drawn) | i
COc1ccc(Cn2[nH]nnc2=S)cc1 | i
CCC1CCc2sc(-c3nnc(SCc4cc(=O)n5c(C)csc5n4)n3C)cc2C1 (stereo not drawn) | i
O=C(CSc1nnc(C2CC2)n1C1CC1)c1cc(F)ccc1F | i
c1ccc(-c2nnc(-n3cnnc3)c3ccccc23)cc1 | i
Oc1ccc(Oc2ncc(Cl)cc2Cl)cc1 | i
CCOC(=O)c1c(C)[nH]c(C(=O)C(C)OC(=O)c2cc3c(s2)CCC(C)C3)c1C (stereo not drawn) | i
C=CCSc1n[nH]c2nc3ccccc3n12 | i
Cn1c(=O)c2c(nc(NCc3ccco3)n2C)n(C)c1=O | i
O=S(=O)(c1ccc(OCCOc2ccc(Br)cc2)cc1)N1CCOCC1 | i
Clc1ccc2nc(COc3cccc(-n4cnnn4)c3)cn2c1 | i
N=C1NC(=O)C(CC(=O)Nc2ccc(SC(F)(F)C(F)(F)C(F)(F)F)cc2)S1 (stereo not drawn) | i
OCCN/N=C1\CC(c2ccccc2)Oc2ccccc21 (stereo not drawn) | i
O=[N+]([O-])c1ccc(N/N=C2\CC3CC=CC23)c([N+](=O)[O-])c1 (stereo not drawn) | i
O=C(CN1CCN(Cc2ccc(Cl)s2)CC1)N1CCOCC1 | i
Cc1nc(Cc2nnc(SCc3nc4ccsc4c(=O)[nH]3)o2)cs1 | i
Cc1n[nH]c(=S)n1C | i

# 2 compounds drawn at random from those above:
smiles | PL biosyn Enam
O=C1Nc2ccccc2/C1=N\N=C\c1ccc(OC(F)F)cc1 | i
NC(=S)N/N=C/c1c[nH]c2ccccc12 | i

# Bioassay records as filed in PubChem.
